Assay outcomes (PubChem)
NCI-60 one-dose screen, 48 h, at 10 µM unless noted. Numbers give growth in % (100 = growth as untreated, 0 = no growth, -100 = all killed).
KM12 = KM12 colon cancer cells | hit rate 5% among 82,000
HT29 = HT29 colon cancer; hit rate 7.4% among 81,000; AID 1794748
HCT-15 = HCT-15 colon cancer; AID 1794746; hit rate 5.2% among 82,000
SW-620 = SW-620 colon cancer; hit rate 5.2% among 82,000; AID 1794795
HCC-2998 = HCC-2998 colon cancer | hit rate 4.7% among 79,000
SNB-75 = SNB-75 CNS cancer; hit rate 5% among 79,000; AID 1794750
NCI-H322M = NCI-H322M lung cancer. hit rate 2.7% among 80,000
HCT-116 = HCT-116 colon cancer; hit rate 7.3% among 82,000; AID 1794798
COLO 205 = COLO 205 colon cancer; hit rate 7.3% among 79,000
* = called active by the depositor; . = not tested or not shown; [ ] = remark or other dose. How the source made its calls: active means growth percent below 10; inactive means the rest.

SMILES,KM12,HT29,HCT-15,SW-620,HCC-2998,SNB-75,NCI-H322M,HCT-116,COLO 205
COc1cc(C(=O)c2cc(C(C)=O)c3c4ccccc4ccn23)cc(OC)c1OC,44,40,29,44,63,45,75,42,39
Nc1ncc(-c2ccc3ncnc(NCc4ccccc4)c3c2)cn1,72,55,43,74,60,41,8.8*,66,69
CS(=O)(=O)c1ccc(-c2[nH]c3ccc(F)cc3c2/C=N/NC(N)=S)cc1,18,3.1*,20,21,24,22,49,8.2*,.
Cc1cc(N2CCOCC2)nc(N2CCN(CC(=O)Nc3ccc4c(ccn4Cc4ccccc4)c3)CC2)n1,86,48,62,93,117,75,94,66,91
COc1cc2cc(NCc3ccccc3Cl)nc(C)c2cc1OC,41,22,49,23,49,81,48,.,40
O=C1C(c2cccc3ccccc23)=C(c2c[nH]c3ccccc23)C(=O)N1O,89,98,97,89,96,86,95,95,101
NS(=O)(=O)c1ccc(C(=O)NNC(=O)Nc2nc3ccccc3s2)cc1,99,105,104,96,95,71,94,90,108
COc1ccc2nc(N)c3c4ccccc4cn3c2c1,99,102,90,98,116,92,87,95,.
COc1ccc(-c2cc(-c3nnc(SCC(=O)Nc4ccc(/C(C)=N\O)cc4)o3)c3cc(OC)ccc3n2)cc1,100,89,79,89,97,99,92,56,108
CCCN1C(=O)/C(=C(\C#N)C(=O)Nc2ccc(S(N)(=O)=O)cc2)c2cc(Cl)ccc21,80,55,66,63,73,80,98,32,.
CN(C)C(=S)N=Nc1c(O)[nH]c2ccccc12,26,29,32,30,24,48,25,3.7*,20
O=S(=O)(OCCCCO)c1ccccc1,109,108,102,106,115,90,99,105,126
COc1ccc(Nc2ncc(Br)c(NCCCNC(=O)C3CCC3)n2)cc1,15,31,22,29,42,-4.9*,43,5.9*,.
CCOc1ccc([C@H]2C(C(=O)c3ccc(Cl)cc3)C3(N[C@@H]2c2ccccc2)C(=O)Nc2ccc(Br)cc23)cc1 (some centres not stated),-11*,-27*,33,25,0.7*,27,46,4.8*,19
Cc1noc(C)c1CSc1ccccc1C(=O)N1CCN(Cc2cccs2)CC1,100,92,95,97,99,84,.,96,110
CCOC(=O)C1=C(C)NC(=O)NC1c1ccc(OCc2cn(-c3ccc(C(=O)O)cc3)nn2)c(OC)c1 (configuration not stated),89,97,102,100,95,109,95,97,105
Cc1nn(-c2ccccc2)c(Cl)c1/C=C1\SC(N2CCNCC2)=NC1=O,95,108,93,101,102,77,99,101,101
CC(C)CSc1nc(NCCc2c[nH]c3ccccc23)c(C#N)c(-c2ccc(Cl)cc2)n1,35,15,30,25,52,77,86,19,41
O=C(O)c1cn(C2CC2)c2cc(N3CCN(Cc4nc5c(cnn5-c5ccc(Br)cc5)c(=O)[nH]4)CC3)c(F)cc2c1=O,100,100,91,106,106,.,94,98,112
COc1ccc(S(=O)(=O)NCCCNc2nccc(-c3c(-c4cccc(OC)c4)nc4occn34)n2)cc1,101,72,93,128,125,109,106,95,77
Cc1ccc(-c2csc(NC(=O)CSc3nc(C)cc(=O)[nH]3)n2)cc1,98,106,101,101,104,81,90,94,113
CCOC(=O)c1ccc(O)c(OC)c1,108,51,106,111,98,90,103,103,104
O=C(Nc1ccc(Cl)cn1)C1(c2ccccc2)CCCCC1,101,86,112,97,99,106,119,117,103
Cc1cccc(N2CCN(CC(O)COc3ccccc3Cl)CC2)c1 (configuration not stated),113,112,96,103,.,94,106,98,103
CC(C)C[C@H](C(=O)N[C@H](C(N)=O)C(C)C)N1CC=CCN(OCc2ccccc2)S1(=O)=O,114[2.5 µM],102[2.5 µM],104[2.5 µM],102[2.5 µM],108[2.5 µM],70[2.5 µM],105[2.5 µM],83[2.5 µM],105[2.5 µM]
C=CCOC(=O)C1=C(C)N(CC)C(=O)N(CC)C1c1c(Cl)n(C)c2ccccc12 (configuration not stated),69,82,78,85,78,82,74,86,97
CCN1CCN(Cc2ccc(C(=O)Nc3nc4ccc(Oc5ccnc(C(=O)NC)c5)cc4s3)cc2C(F)(F)F)CC1,48,3.4*,7.0*,-17*,63,76,66,18,-43*
COc1cc(C(=O)C[n+]2ccc3ccccc3c2)cc(OC)c1OC,96,95,98,94,103,90,98,96,103
CCOC(=O)C1(C)CCCC(C)C1=O (configuration not stated),105,166,101,113,109,80,116,103,109
COc1ccc2c(O)c(/C=C3\N=Nc4nc(C)ccc43)oc2c1CC1CCNCC1,38,32,93,39,78,25,81,35,78
O=Cc1ccc(OCc2cn(Cc3ccccc3)nn2)cc1,101,102,101,103,103,96,99,98,114
CC1(C)[C@@H](O)CC[C@]2(C)[C@H]3CC[C@@H]4[C@H]5[C@H](C(=O)/C=C\c6ccncc6)CC[C@]5(O)CC[C@@]4(C)[C@]3(C)CC[C@@H]12,39,35,20,26,78,21,93,15,91
CCCCC1COc2cccc3c2N1C=C/C3=C\C(=O)N(C)c1ccc(OC)cc1 (configuration not stated),108,119,101,105,114,92,110,99,109
COc1ccc(C2N(c3cccc(Cl)c3)N=C(C(C)=O)N2[C@@H]2[C@@H](OC(C)=O)O[C@@H](COC(C)=O)[C@H](OC(C)=O)[C@H]2OC(C)=O)cc1 (some centres not stated),70,83,60,92,68,84,85,53,99
O=C1C2=C(C(=O)c3ccccc31)C(CCc1ccccc1)c1sc(=O)[nH]c1S2 (configuration not stated),.,107,63,106,120,130,94,96,113
CCN(C(=O)CN1CCN(c2cc3c(cc2F)c(=O)c(C(=O)O)cn3C2CC2)CC1)c1nc(-c2ccc(C)cc2)cs1,96,98,96,102,120,92,96,93,106
CC(C)OC(=O)c1ccc2n1CCCc1cnc(Nc3ccccc3)nc1-2,53,72,44,91,104,99,116,73,86
C=C1CC[C@@H]2[C@](C)(COC(C)=O)[C@H](OC(C)=O)CC[C@@]2(C)[C@@H]1CC(Nc1ccc(S(=O)(=O)Nc2nc(C)cc(C)n2)cc1)C1=CCOC1=O (some centres not stated),65,46,49,40,100,45,97,39,77
N#CC(C(=O)O)=C1CCCCCC1,112,106,94,111,102,105,98,101,100
CC1C=CC(C)C(C(=O)c2ccccc2)C1C(=O)c1ccccc1 (configuration not stated),100,90,96,97,99,98,93,80,100
COc1ccc(-c2nc3n[nH]c(-c4ccc(OC)cc4)c3c(-c3ccc(C(F)(F)F)cc3)c2C#N)cc1,78,82,45,.,106,71,96,71,86
C=CCNc1nc2c(cc1C#N)c(C)nn2-c1ccccc1,89,92,88,94,101,53,101,76,85
Cc1ccc(NC(=O)CSc2nc(-c3ccccc3)c(C#N)c(=O)[nH]2)cc1,101,102,101,118,107,89,103,96,109
CC/C=C\C[C@H](O)C/C=C1\CC(CCO)=CC1=O,101,98,108,107,97,94,98,99,108
CCSc1nnc2c(/C=C/c3ccc(OC)cc3)nc3ccccc3n12,91,111,90,101,126,96,99,90,103
O=[N+]([O-])c1cccc(-c2nc3ccccc3s/c2=N/O)c1,88,81,87,89,92,74,97,61,109
O=C(COc1ccc(/C=C2\C(=O)Nc3cc(Cl)ccc32)cc1)NC1CCCCC1,89,109,83,102,105,47,96,78,118
O=S(=O)(Oc1ccccn1)c1ccc(Br)cc1,98,95,99,95,107,96,.,100,103
CCCCCCCCCCCCCCCCCCOc1ccccc1CC(=O)NCC[N+]1(C)CCOCC1,5.1*,30,91,79,31,47,65,62,38
Cc1[nH]c(-c2nc3ccccc3[nH]2)c(C)c1C(=O)NN,103,107,104,101,111,87,100,108,.
COC(=O)C1=CC=C[C@@H]2[C@@]3(C)CC(c4ccoc4)OC(=O)[C@@H]3CC[C@@]12C (some centres not stated),102,108,101,106,110,84,105,100,.
CN=C(N)N/N=C(\C)c1ccc2c(c1)Cc1ccccc1-2,-79*,.,-81*,-89*,-98*,.,-85*,-100*,-100*
N#Cc1c(-c2ccc(F)cc2)nc(SCc2ccccc2)nc1N1CCN(c2ccccc2)CC1,101,100,89,101,120,104,99,98,106
COc1cc2c(c(OC)c1OC)C(c1cc(C3CCNCC3)ccc1F)NC(=O)N2 (configuration not stated),106,84,101,93,96,91,114,93,112
Nc1c(C(=O)N/N=C/c2ccc(OCc3ccccc3)cc2)cnn1CC(O)c1ccccc1 (configuration not stated),99,90,98,105,103,110,94,93,98
CSc1nc2ccccc2cc1/C=[N+](\[O-])c1ccccc1,100,80,19,29,110,67,86,10,103
Nc1cccc(N)c1,110,107,115,103,110,110,105,91,99
CC1=C(O)C(=O)C(C(C#N)(C#N)C(C#N)C#N)C1 (configuration not stated),98,111,99,102,95,82,86,102,105
O=NC1CC=CCC1c1ccccc1 (configuration not stated),112,100,104,105,104,94,118,96,117
CC(=O)CC(c1ccccc1)c1ccccc1,109,103,107,103,90,82,120,106,115

Further results:
SMILES,KM12,HT29,HCT-15,SW-620,HCC-2998,SNB-75,NCI-H322M,HCT-116,COLO 205
CCOC(=O)c1cc2c(n1Cc1ccc(OC)cc1)-c1nc(OC)c(S(=O)(=O)c3ccccc3)cc1CCC2,100,72,86,92,98,86,91,71,89
NC(=O)/C(=C\c1ccc([N+](=O)[O-])o1)c1ccco1,100,100,93,95,96,105,153,96,86
Oc1ccc(C(=Nc2ccccc2)c2ccccc2)c(O)c1,104,124,100,100,99,125,626,82,122
CC(C)=CC1C(COC(=O)c2ccccc2)C1(C)C (configuration not stated),98,94,101,106,91,106,94,107,113
CCOC(=O)C1=C(O)CSC1=Nc1ccc(N=C2SCC(O)=C2C(=O)OCC)cc1,105,97,103,103,105,98,98,94,106
Cc1cc(C(C)(C)C)ccc1S,112,98,.,98,112,91,96,103,116
CCN1C(=S)N(CC)C2C1N=C(SC)N2/N=C/C=C/c1ccccc1[N+](=O)[O-] (configuration not stated),98,93,79,99,112,82,92,82,120
O=C(NCCCCO)c1cncnc1Nc1ccc2c(ccn2Cc2ccccn2)c1,101,107,98,100,94,104,85,95,104
C/C(O)=C(/C=N\C(=S)Nc1ccc(S(=O)(=O)Nc2nccs2)cc1)C(=O)Nc1ccccc1C,97,116,102,96,109,89,100,95,104
N#C/C(=C\c1ccc2c(c1)OCO2)n1nnc2cc(F)c(F)cc21,47,30,41,44,105,21,86,47,87
O=C(C(=Cn1c(=S)[nH]c2ccc([N+](=O)[O-])cc21)C(=O)c1ccccc1)c1ccccc1,99,94,106,113,103,89,103,101,110
Cc1ccc(/C=C/C2=NN(c3ccc(S(N)(=O)=O)cc3)C(c3ccc(C)s3)C2)s1 (configuration not stated),80,78,79,92,103,101,89,66,90
CCOC(=O)c1c2ccc3cn(C)nc3c2c(C)n1Cc1ccccc1,101,97,99,119,.,96,109,85,.
COc1cc(C2CC(c3cc(OC)c(OC)c(OC)c3)=NN2)ccc1O (configuration not stated),111,117,105,101,115,103,147,106,142
CC(C)CCC[C@@H](C)[C@H]1CC[C@H]2[C@@H]3CC=C4C[C@@H](O)CC[C@]4(C)[C@H]3CC[C@]12C,86,95,78,105,96,88,99,97,118

A second format for part of the listing above:
Results follow in this order: KM12, HT29, HCT-15, SW-620, HCC-2998, SNB-75, NCI-H322M, HCT-116, COLO 205
CN=C(N)N/N=C(\C)c1ccc2c(c1)Cc1ccccc1-2
  -79*, ., -81*, -89*, -98*, ., -85*, -100*, -100*
CCSc1nnc2c(/C=C/c3ccc(OC)cc3)nc3ccccc3n12
  91, 111, 90, 101, 126, 96, 99, 90, 103

Part of the list above, with two lines to a compound.
Results follow in this order: KM12 | HT29 | HCT-15 | SW-620 | HCC-2998 | SNB-75 | NCI-H322M | HCT-116 | COLO 205
- CCOC(=O)C1(C)CCCC(C)C1=O (configuration not stated)
  105 | 166 | 101 | 113 | 109 | 80 | 116 | 103 | 109
- CCOC(=O)c1ccc(O)c(OC)c1
  108 | 51 | 106 | 111 | 98 | 90 | 103 | 103 | 104
- COc1ccc(-c2nc3n[nH]c(-c4ccc(OC)cc4)c3c(-c3ccc(C(F)(F)F)cc3)c2C#N)cc1
  78 | 82 | 45 | . | 106 | 71 | 96 | 71 | 86
- Cc1nn(-c2ccccc2)c(Cl)c1/C=C1\SC(N2CCNCC2)=NC1=O
  95 | 108 | 93 | 101 | 102 | 77 | 99 | 101 | 101
- N#Cc1c(-c2ccc(F)cc2)nc(SCc2ccccc2)nc1N1CCN(c2ccccc2)CC1
  101 | 100 | 89 | 101 | 120 | 104 | 99 | 98 | 106
- COc1cc(C(=O)c2cc(C(C)=O)c3c4ccccc4ccn23)cc(OC)c1OC
  44 | 40 | 29 | 44 | 63 | 45 | 75 | 42 | 39
- N#C/C(=C\c1ccc2c(c1)OCO2)n1nnc2cc(F)c(F)cc21
  47 | 30 | 41 | 44 | 105 | 21 | 86 | 47 | 87

New compounds follow.
SMILES,KM12,HT29,HCT-15,SW-620,HCC-2998,SNB-75,NCI-H322M,HCT-116,COLO 205
Cc1cc(S(=O)(=O)O)ccc1O,102,103,121,126,140,86,93,110,125
CC(O)C(=O)Nc1ccccc1Cl (configuration not stated),104,.,107,103,106,.,.,107,126
COc1ccc2c(c1)c(-c1ccc(-c3cn(C)c4ccc(OC)cc34)o1)cn2C,23,73,56,38,30,71,95,69,16
CCc1cccc(CC)c1NC(=O)NN(CC)CC,102[100 µM],117[100 µM],77[100 µM],115[100 µM],122[100 µM],104[100 µM],123[100 µM],97[100 µM],132[100 µM]
C(=N\Nc1ccc2ccccc2n1)/c1ccccn1,29,32,29,24,17,.,-5.8*,18,20
NC1=NC(c2ccccc2OS(=O)(=O)c2ccc(Br)cc2)n2c(nc3ccccc32)N1 (configuration not stated),100,92,102,96,.,80,101,.,92
COc1cc(-c2c(-c3ccccc3)c[nH]c2C(=O)NCCCO)c(OC)c2c1OCO2,125,106,107,102,110,93,96,106,114
